High-throughput results: PubChem, National Center for Advancing Translational Sciences (NCATS)
LMNA splice mod: LMNA splicing modulation; HeLa LMNA splicing GFP/RFP minigene ratio, 48 h; Potency, µM (series often up to 46.1 µM), for the others: at the highest dose ratio change, negative = inhibition, usual class: inhibitors; actives 0.01% (n = 200,000); active = well fitted inhibition curve with a large enough effect in the signal ratio, with a control signal flat, not every such curve was filed as active; inconclusive = small, poorly fitted or top-dose-only effect, or effect the other way, or a change in a side signal; the % refers to the signal ratio; note: potency is the fitted concentration of half-maximal effect; % is set by controls: 0 for no effect and ±100 for the full control effect
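Read-out is the ratio of GFP to DsRed2 object intensity, acquired by 488 nm laser-scanning cytometry on HeLa lamin A-EGFP minigene reporter cells. Compound incubation 48 hrs at 37 °C in Opti-MEM with 2% FBS; DMSO 0.5% final.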
IMPase Li inh: cell-permeable IMPase inhibitors with lithium potentiation; CHO-M1 cells, IP1 TR-FRET (IP-One), carbachol + lithium; actives 0.35% (n = 210,000); Potency, µM (titrated, usually from 59.4 µM), without a hit: at the top dose activity, negative = IMPase inhibition, usual class: inhibitors;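 note: IP1 builds up when IMPase is blocked and the TR-FRET signal falls; potency is the fitted concentration of half-maximal effect; plate controls were basal vehicle for no effect and high inhibitor control for full effect; nearly all actives have a fitted effect of over 50% in size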
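Lithium-sensitised IP1 accumulation assay; M1-expressing CHO cells treated 30 min at 37C with compound. Competitive antibody detection by time-resolved FRET followed a 10 min room-temperature lysis step.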
KinaseGlo FLuc: Kinase-Glo luciferase inhibition (counter-screen) | Q27757 | Kinase-Glo luciferase, ATP luminescence, 8 min | Potency, µM (doses to about 38.3 µM), for inactives: at the highest dose activity change, negative = inhibition, most hits filed as inhibitors | actives 0.28% (n = 200,000) | AID 1379; note: potency is the fitted concentration of half-maximal effect; % is set by controls: 0 for no effect and ±100 for the full control effect; nearly all actives have a fitted effect of over 60% in size
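Compound is pinned into ATP-containing buffer (10 uM ATP, imidazole pH 7.2, 7 mM MgCl2). Kinase-Glo luciferase reagent is then added. Light output is recorded following an 8-min room-temperature incubation.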
NPSR antagonist: blocks cAMP signaling of the human neuropeptide S receptor; actives 1% (n = 220,000); CHO-NPSR cells, cAMP TR-FRET, antagonist mode; Potency, µM (titrated, usually from 38.3 µM), for inactives: at the highest dose activity change, negative = inhibition, actives largely listed as inhibitors; note: potency is the fitted concentration of half-maximal effect; % is set by controls: 0 for no effect and ±100 for the full control effect; nearly all actives have a fitted effect of over 50% in size; many of its hits are not listed in these tables
Target sequence (Q6W5P4 whole entry, looked up): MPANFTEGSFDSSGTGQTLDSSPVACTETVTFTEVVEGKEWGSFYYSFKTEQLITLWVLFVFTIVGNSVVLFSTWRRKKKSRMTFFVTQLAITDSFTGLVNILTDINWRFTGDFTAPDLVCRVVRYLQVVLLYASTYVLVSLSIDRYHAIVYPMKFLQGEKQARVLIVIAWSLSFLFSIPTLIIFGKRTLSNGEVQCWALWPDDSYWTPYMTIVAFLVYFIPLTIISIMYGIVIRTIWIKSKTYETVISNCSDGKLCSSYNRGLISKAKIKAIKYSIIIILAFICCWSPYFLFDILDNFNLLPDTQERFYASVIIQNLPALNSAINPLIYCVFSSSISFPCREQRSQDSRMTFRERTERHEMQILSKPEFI
CBFb RUNX1 block: inhibitors of human CBF-beta and RUNX1 interaction; Q01196+Q13951; AlphaScreen CBFb-His/RUNX1-biotin binding, biochemical; Potency, µM (highest dose often 59.8 µM), for inactives: top-dose activity, negative = inhibition, usual class: inhibitors; 230,000 tested, under 10 active; AID 1477; note: % of control where 0% means no effect
Target sequence (Q01196 whole entry, looked up): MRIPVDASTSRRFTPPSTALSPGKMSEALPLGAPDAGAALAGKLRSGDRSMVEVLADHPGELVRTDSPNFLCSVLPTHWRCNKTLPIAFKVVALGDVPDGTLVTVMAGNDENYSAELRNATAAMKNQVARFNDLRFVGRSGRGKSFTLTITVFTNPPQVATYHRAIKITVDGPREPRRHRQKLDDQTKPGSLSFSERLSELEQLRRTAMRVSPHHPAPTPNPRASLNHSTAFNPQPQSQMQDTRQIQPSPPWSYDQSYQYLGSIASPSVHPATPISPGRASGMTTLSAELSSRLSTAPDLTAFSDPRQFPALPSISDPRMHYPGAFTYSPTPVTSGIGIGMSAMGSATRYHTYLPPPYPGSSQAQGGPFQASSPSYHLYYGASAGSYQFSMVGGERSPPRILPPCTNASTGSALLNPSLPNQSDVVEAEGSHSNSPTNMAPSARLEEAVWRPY
Target sequence (Q13951 whole entry, looked up): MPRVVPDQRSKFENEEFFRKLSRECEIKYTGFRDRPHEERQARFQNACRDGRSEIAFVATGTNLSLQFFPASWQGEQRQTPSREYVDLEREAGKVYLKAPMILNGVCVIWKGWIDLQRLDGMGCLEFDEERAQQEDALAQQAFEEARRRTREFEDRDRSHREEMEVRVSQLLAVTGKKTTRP
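AlphaScreen proximity signal reports loss of binding between His-tagged CBF-beta and biotin-labelled RUNX1, each at 30 nM. Proteins are pre-associated for 20 minutes, compounds added for 15 minutes, then beads for 90 minutes, all at ambient temperature.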
Epigenetic reg: epigenetic control regulation, reporter derepression; Potency, µM (series often up to 53.9 µM), without a hit: top-dose GFP activation, hits mostly activators; murine LDR cells, GFP reporter derepression, 30 h; AID 1865; actives 0.2% (n = 280,000); note: potency is the fitted concentration of half-maximal effect; % of control where 0% means no effect; nearly all actives have a fitted effect of over 60% in size
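Reporter derepression read as number of fluorescent GFP-positive objects, 20-120 um in size, counted by laser-scanning cytometer. Mouse LDR line with an epigenetically silenced CMV-GFP locus; compound incubation 30 h, 37 C.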
aGal spleen mod: alpha-galactosidase A (human) modulation; Potency, µM (highest dose often 80 µM), for the others: at the top dose activity change, negative = inhibition, usual class: inhibitors; actives 0.008% (n = 240,000); human spleen homogenate, 4MU-alpha-Gal fluorescence, 40 min; P06280;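 note: potency is the fitted concentration of half-maximal effect; 0% = enzyme with vehicle and -100% = no enzyme basal signal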
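Spleen homogenate 1 ug + cpd (titration) + 4-MU-alpha-D-galactopyranoside 1 mM; 37C 40 min; 50 mM citrate/phosphate pH 5.0, 0.01% Tween-20; stop pH 10; fluorescence 365/440; AC50 via Hill.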
Active calls of the source: *; [ ] = remark or other dose. Unless noted, calls come from the whole dose curve; as a rule, active = well fitted curve in the direction sought with a large enough effect; inconclusive = small, poorly fitted or top-dose-only effect, or another doubt; inactive = no such curve, though single readings can be large; an effect the other way counts as inactive or inconclusive. This is a subset (hit frequency here may not be typical).

The first 3 compounds, to show the layout:
What do the screens show for `O=C(Cc1ccc(Cl)cc1)Nc1ccccc1C(=O)Nc1ccc(C(=O)O)cc1`?
IMPase Li inh: 5%; KinaseGlo FLuc: 2%; NPSR antagonist: 0%; CBFb RUNX1 block: -9%; Epigenetic reg: -0.3%; aGal spleen mod: -8%

Results for C=CCC(CC(O)COCCC)C(=O)NNC(=S)Nc1ccccc1 (configuration not stated) ?
NPSR antagonist: -25%; CBFb RUNX1 block: -1%; Epigenetic reg: 9.9%; aGal spleen mod: 6%

How did O=[N+]([O-])c1ccc(CSc2ccc(-c3ccccn3)nn2)cc1 do in these assays?
IMPase Li inh: 7%; KinaseGlo FLuc: 0%; NPSR antagonist: -4%; CBFb RUNX1 block: -10%; Epigenetic reg: inconclusive; aGal spleen mod: -5%

Results, repeating the preview:
What do the screens show for `O=C(Cc1ccc(Cl)cc1)Nc1ccccc1C(=O)Nc1ccc(C(=O)O)cc1`?
IMPase Li inh: 5%; KinaseGlo FLuc: 2%; NPSR antagonist: 0%; CBFb RUNX1 block: -9%; Epigenetic reg: -0.3%; aGal spleen mod: -8%

Results for C=CCC(CC(O)COCCC)C(=O)NNC(=S)Nc1ccccc1 (configuration not stated) ?
NPSR antagonist: -25%; CBFb RUNX1 block: -1%; Epigenetic reg: 9.9%; aGal spleen mod: 6%

How did O=[N+]([O-])c1ccc(CSc2ccc(-c3ccccn3)nn2)cc1 do in these assays?
IMPase Li inh: 7%; KinaseGlo FLuc: 0%; NPSR antagonist: -4%; CBFb RUNX1 block: -10%; Epigenetic reg: inconclusive; aGal spleen mod: -5%

What do the screens show for `COc1ccc(Cl)cc1NC(=O)C1CSC(c2ccncc2)=N1` (configuration not stated)?
LMNA splice mod: 2%; IMPase Li inh: 18%; KinaseGlo FLuc: 10%; NPSR antagonist: -20%; CBFb RUNX1 block: 1%[2.36 µM]; Epigenetic reg: 4.3%; aGal spleen mod: -18%

How did Cc1ccc(N2C(=O)C3N=NN(CC(=O)N4N=C(c5cccc6ccccc56)CC4c4ccccc4)C3C2=O)cc1 (configuration not stated) do in these assays?
LMNA splice mod: -7%; IMPase Li inh: 8%; KinaseGlo FLuc: 0%; NPSR antagonist: -5%[46.1 µM]; CBFb RUNX1 block: -26%; Epigenetic reg: 1.2%; aGal spleen mod: 3%

What do the screens show for `O=C1CC(c2ccccc2)Oc2cc(O)cc(O)c21` (configuration not stated)?
NPSR antagonist: -18%; CBFb RUNX1 block: 2%; Epigenetic reg: 0.0%; aGal spleen mod: -2%

Results for COc1ccc(CNc2ccnc(-c3cccc(NS(C)(=O)=O)c3)n2)c(OC)c1 ?
LMNA splice mod: inconclusive; IMPase Li inh: 4%; aGal spleen mod: inconclusive

What do the screens show for `CCc1nc(SCc2ccc(Cl)cc2)n[nH]1`?
LMNA splice mod: -9%[46 µM]; IMPase Li inh: 6%; KinaseGlo FLuc: 2%; NPSR antagonist: 7%; CBFb RUNX1 block: 3%; Epigenetic reg: -1.2%; aGal spleen mod: 3%

What do the screens show for `Cc1ccc(S(=O)(=O)Cc2cc(-c3ccc(Cl)cc3)no2)cc1`?
LMNA splice mod: inconclusive; IMPase Li inh: 7%; KinaseGlo FLuc: 5%; NPSR antagonist: -11%; CBFb RUNX1 block: 18%; Epigenetic reg: 2.3%; aGal spleen mod: -4%

What do the screens show for `O=C(COC(=O)C1CCN(S(=O)(=O)c2ccc3c(c2)OCCO3)CC1)Nc1ccccc1OC(F)F`?
LMNA splice mod: -1%; IMPase Li inh: -6%; KinaseGlo FLuc: 3%; NPSR antagonist: -4%[46.1 µM]; CBFb RUNX1 block: -1%; Epigenetic reg: 0.0%; aGal spleen mod: 9%

Results for O=C(Nc1ccccc1Cl)c1cccc(NC(=O)C2C3CC4OC(=O)C2C4C3)c1 (configuration not stated) ?
LMNA splice mod: 4%; IMPase Li inh: 26%[38.3 µM]; KinaseGlo FLuc: -1%; NPSR antagonist: -12%[46.1 µM]; CBFb RUNX1 block: -1%; Epigenetic reg: -2.5%; aGal spleen mod: 3%

What do the screens show for `Cc1cc(C(=O)NCCCN2CC(C)CC(C)C2)n(-c2ccccc2)n1` (configuration not stated)?
LMNA splice mod: -9%; IMPase Li inh: -3%[38.3 µM]; KinaseGlo FLuc: -1%; NPSR antagonist: -2%[46.1 µM]; CBFb RUNX1 block: 1%; Epigenetic reg: 0.5%; aGal spleen mod: 0%

Results for CC(=O)c1noc(C)c1C(=O)Nc1nccs1 ?
LMNA splice mod: -4%; IMPase Li inh: 37%[38.3 µM]; KinaseGlo FLuc: 2%; NPSR antagonist: 4%[46.1 µM]; CBFb RUNX1 block: -1%; Epigenetic reg: 1.4%; aGal spleen mod: 5%

How did COc1cc(/C=C/C(=O)NC(C)CCc2ccccc2)cc(OC)c1OC (configuration not stated) do in these assays?
LMNA splice mod: inconclusive; IMPase Li inh: 9%; KinaseGlo FLuc: 1%; NPSR antagonist: -6%; CBFb RUNX1 block: 1%; Epigenetic reg: 0.9%; aGal spleen mod: 0%

Results for CC1(c2ccccc2)CC(C)(C)N2C(=O)/C(=C3\SC(=S)NC3=O)c3cccc1c32 (configuration not stated) ?
LMNA splice mod: -11%; IMPase Li inh: 3%; KinaseGlo FLuc: -1%; NPSR antagonist: 5µM*; CBFb RUNX1 block: -23%; Epigenetic reg: 1.0%; aGal spleen mod: 1%

Results for O=c1cc(N2CCOCC2)[nH]c(=O)n1Cc1ccc(F)cc1 ?
LMNA splice mod: -1%; IMPase Li inh: 0%[38.3 µM]; KinaseGlo FLuc: 0%; NPSR antagonist: 2%[46.1 µM]; CBFb RUNX1 block: 3%; Epigenetic reg: -7.5%; aGal spleen mod: -1%

How did C/C(=N\Nc1ccc(Cl)c(C(=O)O)c1)c1ccc2c(c1)OCO2 do in these assays?
IMPase Li inh: 2%; KinaseGlo FLuc: 4%; NPSR antagonist: -5%; CBFb RUNX1 block: 6%; Epigenetic reg: 0.0%; aGal spleen mod: -3%

How did C=C(C)C(O)/C=C/c1ccc(C)cc1 (configuration not stated) do in these assays?
CBFb RUNX1 block: 7%[13.1 µM]; Epigenetic reg: 0.0%[10.1 µM]; aGal spleen mod: -1%[17.5 µM]

What do the screens show for `O=C(NCN1C(=O)C2C3C=CC(C3)C2C1=O)Nc1nccs1` (configuration not stated)?
LMNA splice mod: -1%; IMPase Li inh: 0%; KinaseGlo FLuc: 0%; NPSR antagonist: -5%[46.1 µM]; CBFb RUNX1 block: 0%; Epigenetic reg: -0.8%; aGal spleen mod: 3%

How did O=C(NC(=S)NCC1CCCO1)c1ccc([N+](=O)[O-])cc1 (configuration not stated) do in these assays?
LMNA splice mod: 11%; IMPase Li inh: -2%; KinaseGlo FLuc: -1%; NPSR antagonist: 6%; CBFb RUNX1 block: 3%; Epigenetic reg: 4.5%; aGal spleen mod: 2%

Results for COC(=O)C(C)NC(=O)C1CCCN1S(=O)(=O)c1cc(C)c(Cl)cc1C (configuration not stated) ?
LMNA splice mod: inconclusive; IMPase Li inh: -3%[38.3 µM]; KinaseGlo FLuc: -1%; NPSR antagonist: -16%[46.1 µM]; CBFb RUNX1 block: 11%; Epigenetic reg: 1.6%; aGal spleen mod: 24%

Results for COc1ccc(NC(=O)c2cnc(C)cn2)cc1-n1cnnn1 ?
LMNA splice mod: -9%; IMPase Li inh: 26%[38.3 µM]; KinaseGlo FLuc: 0%; NPSR antagonist: -6%[46.1 µM]; CBFb RUNX1 block: 8%; Epigenetic reg: -2.1%; aGal spleen mod: 5%

How did CN(C)c1nc(-c2ccccc2)cc(C(F)(F)F)c1C#N do in these assays?
LMNA splice mod: 1%; NPSR antagonist: -1%[46.1 µM]; CBFb RUNX1 block: inconclusive; Epigenetic reg: 0.0%; aGal spleen mod: 16%

How did CCN(CC(=O)NC1CCS(=O)(=O)C1)c1nc(-c2ccccc2)nc2ccccc12 (configuration not stated) do in these assays?
LMNA splice mod: inconclusive; IMPase Li inh: -20%[38.3 µM]; KinaseGlo FLuc: -1%; NPSR antagonist: -10%[46.1 µM]; CBFb RUNX1 block: 5%; Epigenetic reg: -0.7%; aGal spleen mod: -2%

How did Cc1c(Cl)cccc1Nc1ncccc1C(=O)OCC(O)CO (configuration not stated) do in these assays?
NPSR antagonist: 5%; CBFb RUNX1 block: 3%; Epigenetic reg: 0.0%; aGal spleen mod: -1%

How did O=[N+]([O-])c1ccc(Cl)c(/C=N/N2CCN(c3ccccc3)CC2)c1 do in these assays?
LMNA splice mod: 21%; IMPase Li inh: 17%[38.3 µM]; KinaseGlo FLuc: -3%; NPSR antagonist: -15%[46.1 µM]; CBFb RUNX1 block: -23%; Epigenetic reg: -1.2%; aGal spleen mod: -10%

How did O=C(NCC1CCCO1)c1c(O)c2c([nH]c1=O)CCCC2 (configuration not stated) do in these assays?
LMNA splice mod: 11%; IMPase Li inh: 11%[38.3 µM]; KinaseGlo FLuc: 0%; NPSR antagonist: 6%[46.1 µM]; CBFb RUNX1 block: 11%; Epigenetic reg: 0.7%; aGal spleen mod: 10%

How did CNc1nc2[nH]c(=O)c3c(c2s1)OC(N)=C(C#N)C3c1ccccc1 (configuration not stated) do in these assays?
LMNA splice mod: -10%; IMPase Li inh: 5%; KinaseGlo FLuc: 0%; NPSR antagonist: 10%; CBFb RUNX1 block: -5%; Epigenetic reg: -0.1%; aGal spleen mod: 0%

How did NC(=O)c1ccc2c(c1)S(=O)(=O)c1ccccc1C2=O do in these assays?
NPSR antagonist: 56%; CBFb RUNX1 block: 14%; Epigenetic reg: 12%; aGal spleen mod: -6%

How did CCc1ccc(NC(=O)C(CC)c2ccccc2)cc1 (configuration not stated) do in these assays?
LMNA splice mod: 10%; IMPase Li inh: 9%; KinaseGlo FLuc: -2%; NPSR antagonist: 7%; CBFb RUNX1 block: 7%; Epigenetic reg: 0.0%; aGal spleen mod: 17%

How did COc1cccc(Nc2ncc3nc(-c4ccc(Cl)cc4)c(=O)n(C4CC4)c3n2)c1 do in these assays?
LMNA splice mod: 4%; IMPase Li inh: -6%; aGal spleen mod: -8%

How did CCOC(=O)CC(NC(=O)c1ccco1)c1ccc(C)cc1 (configuration not stated) do in these assays?
LMNA splice mod: 6%; IMPase Li inh: -10%[38.3 µM]; KinaseGlo FLuc: 10%; NPSR antagonist: 4%[46.1 µM]; CBFb RUNX1 block: 5%; Epigenetic reg: 3.1%; aGal spleen mod: -3%
